Assay outcomes as filed in PubChem.
PDI turbidity = inhibitors of human PDI, primary screen, biochemical, turbidity, single point, plate reader | PDI insulin aggregation turbidity, A650, 90 min | Protein disulfide-isomerase (Homo sapiens), P07237 | inhibition, % at 10 µM | AID 588391, 2011 | hit rate 0.052% among 350,000;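 active = mean inhibition across replicates of 30% or more, whatever share of single replicates reach that level; inconclusive = mean inhibition below 30% while every single replicate reaches 30%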;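 note: absorbance from insulin aggregation driven by PDI reduction with DTT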
NR2E3 ag-1 = inhibitors of NR2E3-RetCOR corepressor binding, primary screen, NR2E3 agonist project, biochemical, TR-FRET, GST-NR2E3, biotin-RetCOR; AID 2300, 2010; 1536-well; inhibition of corepressor binding, % at 4.78 µM; Photoreceptor-specific nuclear receptor (Homo sapiens), Q9Y5X4; hit rate 0.12% among 320,000;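 active = percent inhibition above the cutoff of mean plus 3 SD of all tested compounds, set per screening campaign, cut at about 20% in these data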;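 note: 0% = DMSO wells and 100% = biotin wells as full block of FRET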
Target sequence (Q9Y5X4 whole entry, looked up): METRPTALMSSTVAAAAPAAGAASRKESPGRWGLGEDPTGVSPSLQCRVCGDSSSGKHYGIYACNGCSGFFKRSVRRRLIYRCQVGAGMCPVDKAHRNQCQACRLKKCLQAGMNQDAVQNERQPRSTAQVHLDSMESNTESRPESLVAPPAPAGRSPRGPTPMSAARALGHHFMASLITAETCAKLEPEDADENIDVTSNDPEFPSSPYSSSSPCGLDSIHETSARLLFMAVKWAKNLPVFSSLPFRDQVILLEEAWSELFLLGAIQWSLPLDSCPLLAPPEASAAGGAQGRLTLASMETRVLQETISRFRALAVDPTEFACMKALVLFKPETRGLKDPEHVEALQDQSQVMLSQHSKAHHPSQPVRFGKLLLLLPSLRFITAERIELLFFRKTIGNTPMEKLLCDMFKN
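System: GST-tagged NR2E3 plus biotinylated RetCOR corepressor; Buffer or medium: pH 7.5 Tris-based buffer; Probe or stimulus: RetCOR corepressor, biotinylated, 7 nM; Doses: compound at 4.8 µM, single dose; Schedule: 5 h incubation at 4 °C; Technique: time-resolved FRET; Evaluation: percent inhibition of TR-FRET ratio; Replication: one well per compound, singlicate testing.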
Cardio protect = cardioprotection against H2O2-induced cell death, primary screen, uHTS, H9c2 cells, ATPLite luminescence. H9c2 cardiomyocytes, H2O2 injury protection, 2 h. protection from H2O2 cell death, % at 20 µM. hit rate 0.63% among 360,000. AID 588492, 2011;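 active = compounds giving at least 50% protection of heart cells from peroxide-induced death in the single-dose screen, raw or plate-pattern-corrected value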;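 note: 0% = DMSO wells with peroxide and 100% = DMSO wells without peroxide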
Peg3 promoter = Peg3 promoter-driven luciferase inhibitors, primary screen, cell-based, HeLa, luciferase luminescence; inhibition, % at 20 µM; hit rate 1.7% among 360,000; HeLa PEG-Prom luciferase reporter, overnight;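 active = inhibition of at least 50% at 20 µM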
Shn3 3UTR inh = reduction of Shn3 3'UTR firefly luciferase signal, primary screen, Schnurri-3 inhibitor project, cell-based, Clone20 osteoblasts, set 2 | hit rate 0.52% among 360,000 | Clone20 osteoblast Shn3 3'UTR firefly luciferase, 24 h | inhibition, % at 12.5 µM;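 active = mean inhibition of at least 75% with every replicate also reaching 75%; inconclusive = mean inhibition at least 75% but some replicate below; inactive = mean inhibition below 75%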;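 note: 0% = median of neutral control wells and 100% = pilot-screen positive control compound; some compounds past the cut are filed as inactive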
HIF-2a inh = HIF-2a reporter inhibitors, primary screen, luminescence, 786-0 RCC cells | hit rate 0.72% among 360,000 | 786-0 RCC cells HIF-2a reporter, luciferase luminescence, overnight | inhibition, % at 18.8 µM;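 active = inhibition of the luminescence signal of 40% or more relative to plate controls, in a single-dose primary screen at 18.75 µM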
TRPM1 prom inh = inhibitors of MITF-dependent TRPM1 promoter reporter, primary screen, cell-based, SK-MEL-5, single point, luciferase; SK-MEL-5 TRPM1 promoter luciferase, 24 h; inhibition, % at 12.5 µM; hit rate 0.83% among 330,000;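 active = mean inhibition across replicates of 60% or more, whatever share of single replicates reaches that level; inconclusive = some that reach 60%, reason not given; inactive = mean inhibition across replicates below 60%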; note: values of inactives mirror those of a sister screen read the other way
CaV13 ICDI inh = Primary screen for inhibitors of IQ motif and Ca2+-dependent inactivation inhibitor domain binding in CACNA1D, Förster resonance energy transfer in living cells, …. HEK cells, CFP/YFP FRET ICDI-IQ, plate reader, 10 min; percent FRET-ratio fall versus neutral wells. inhibition, % at 12.3 µM. AID 743397. hit rate 0.098% among 340,000;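 active = mean replicate inhibition of at least 30% and at least 1% of replicates passing that level; inconclusive = only one of the two criteria is met; inactive = neither criterion is met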;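 note: 0% = median of the neutral control wells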
iPSC survival up = enhancers of single-cell hiPSC survival, primary screen, ATPlite luminescence | 100% = ROCK inhibitor wells, 0% = DMSO | survival enhancement, % at 20 µM | hit rate 0.044% among 360,000; in the data active = survival enhancement above about 18%;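 note: cells exposed to compounds for 16 hours before the ATP read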
m5-HT2A agonist = mouse Htr2a agonists via beta-arrestin recruitment, primary screen, cell-based, luminescence. 5-hydroxytryptamine receptor 2A (Mus musculus), P35363. hit rate 0.66% among 360,000. activation, % at 7.6 µM. CHO-K1 mHTR2A beta-arrestin complementation; percent of 30 µM serotonin response. AID 624169, 2012;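 active = activation above a run cutoff, the mean activation of all tested compounds plus 3 SD, cut at about 14% in these data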;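 note: 0% = plate median of compound wells and 100% = 30 µM serotonin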
Target sequence (P35363 whole entry, looked up): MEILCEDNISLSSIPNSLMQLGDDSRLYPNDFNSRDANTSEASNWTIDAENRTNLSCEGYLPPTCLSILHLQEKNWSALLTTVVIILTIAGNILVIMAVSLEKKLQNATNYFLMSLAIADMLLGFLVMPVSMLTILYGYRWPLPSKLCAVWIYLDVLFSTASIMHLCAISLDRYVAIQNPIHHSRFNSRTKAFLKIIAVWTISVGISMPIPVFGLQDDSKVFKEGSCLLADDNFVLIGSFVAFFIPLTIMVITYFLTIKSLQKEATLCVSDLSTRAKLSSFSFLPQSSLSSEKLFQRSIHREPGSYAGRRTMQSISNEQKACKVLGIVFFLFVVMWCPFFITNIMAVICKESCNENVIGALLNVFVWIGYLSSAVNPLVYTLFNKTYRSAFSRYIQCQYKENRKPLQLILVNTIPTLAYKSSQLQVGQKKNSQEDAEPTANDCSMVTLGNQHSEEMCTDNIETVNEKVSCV
NR2E3 ag-2 = NR2E3 agonists in two-hybrid cells, primary screen, cell-based, luminescence, CHO-S, Gal4-NCOR/VP16-NR2E3; Photoreceptor-specific nuclear receptor (Homo sapiens), Q9Y5X4; luciferase; inhibition of corepressor binding, % at 3.98 µM; hit rate 0.35% among 360,000; AID 602229, 2012;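 active = inhibition above the mean of all tested compounds plus 3 SD, cut at about 70% in these data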;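 note: 0% = DMSO with NR2E3 transfected cells and 100% = cells lacking NR2E3 construct; higher means lower luciferase signal from less NR2E3 corepressor binding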
* marks the source's active call; other numbers are inactive results; ? = inconclusive; · = no result given.

SMILES	PDI turbidity	NR2E3 ag-1	Cardio protect	Peg3 promoter	Shn3 3UTR inh	HIF-2a inh	TRPM1 prom inh	CaV13 ICDI inh	iPSC survival up	m5-HT2A agonist	NR2E3 ag-2
COc1cccc(/C=N/NC(=O)CC2C(=O)NN=C2C)c1OC (stereo not drawn)	15	4	-1	-9	-16	11	5	-5	0.0	6	-4
Cc1cc(C)[n+](Cc2ccccc2)cc1C(N)=O	-5	2	2	1	-13	10	14	-2	-0.4	3	13
Cc1ccc(NC(=O)c2cc(C)nn2-c2ccccc2)cc1	-2	4	-4	-48	-13	-61	-17	-6	0.2	-2	-30
Cc1[nH]n(-c2ccccc2)c(=O)c1N=Nc1ccccc1O	4	·	16	-7	85*	-137	44	-6	-0.3	-13	-43
Cn1c(-c2ccc(F)cc2)cnc1SCC(=O)Nc1ccccc1	1	1	-9	-8	18	-20	1	-4	-0.3	-4	-34
COC(=O)c1ccc(CSc2nnc(NC(=O)C3CC(=O)N(Cc4ccc(C)cc4)C3)s2)cc1 (stereo not drawn)	6	2	-5	-2	3	2	20	-5	-0.8	3	-18
COc1ccc(C(CC(=O)O)NC(=O)OC(C)(C)C)cc1 (stereo not drawn)	-1	2	8	6	2	6	-5	-4	-0.3	1	-7
CCOc1ccccc1N(CC(=O)N1CCC(C)CC1)S(=O)(=O)c1ccc(C)cc1	4	1	-6	20	0	20	7	-2	-0.3	-2	-29
C=C(C)CNC(=O)c1ccc(OC2CCN(C(=O)COC)CC2)cc1	3	4	6	0	0	-2	-14	-1	-0.6	4	-27
COc1ccccc1/C=C/C=N/NC(=O)c1cc(-c2ccco2)[nH]n1	-5	0	16	11	·	4	-7	-4	-0.7	-3	-27
COc1cccc(C(=O)NCC(=O)OC(C)C(=O)NC23CC4CC(CC(C4)C2)C3)c1 (stereo not drawn)	1	·	2	6	10	20	8	-7	5.5	-2	10
CC1CCN(S(=O)(=O)c2ccc3c(c2)CCN3C(=O)C2CCC2)CC1	-10	0	-10	5	29	12	10	-8	-0.4	-7	2
Cc1cccc2cccnc12	·	3	6	5	3	11	0	·	0.4	4	-8
Cc1c(CCC(=O)NCCCCCC(=O)O)c(=O)oc2c(C)c3oc4c(c3cc12)CCCC4	9	·	4	11	20	33	-6	-3	0.0	2	-2
COc1ccc(NC(=O)NNC(=O)COc2ccc([N+](=O)[O-])c(C)c2)cc1OC	-35	1	3	13	-27	13	8	·	-0.4	-1	-37

Copied from the results shown for reference:
SMILES	PDI turbidity	NR2E3 ag-1	Cardio protect	Peg3 promoter	Shn3 3UTR inh	HIF-2a inh	TRPM1 prom inh	CaV13 ICDI inh	iPSC survival up	m5-HT2A agonist	NR2E3 ag-2
COc1cccc(/C=N/NC(=O)CC2C(=O)NN=C2C)c1OC (stereo not drawn)	15	4	-1	-9	-16	11	5	-5	0.0	6	-4
Cc1cc(C)[n+](Cc2ccccc2)cc1C(N)=O	-5	2	2	1	-13	10	14	-2	-0.4	3	13

The results go on.
SMILES	PDI turbidity	NR2E3 ag-1	Cardio protect	Peg3 promoter	Shn3 3UTR inh	HIF-2a inh	TRPM1 prom inh	CaV13 ICDI inh	iPSC survival up	m5-HT2A agonist	NR2E3 ag-2
CCN1CCN(Cc2nc3cc(NC(=O)COc4ccc([N+](=O)[O-])cc4)ccc3n2C)CC1	0	5	2	-6	-19	3	2	-3	-0.6	-3	-31
O=C1c2[nH]nc(-c3ccccc3O)c2C(c2ccc(F)cc2)N1Cc1ccco1 (stereo not drawn)	-1	3	-21	32	33	31	10	-4	-0.2	1	13
CCOc1ccccc1N1CCN(C(=O)Cc2ccc(S(=O)(=O)N3CCOCC3)s2)CC1	7	-1	-6	16	10	17	11	-6	0.8	12	17
COc1ccccc1NC(=O)Cn1c(CCC(=O)O)ccc1-c1ccccc1	3	6	3	12	-3	0	3	-6	-0.5	0	6
COCCSc1nnc(-c2cnccn2)o1	-1	0	-1	16	-9	12	0	-5	-1.2	4	-13
CCCN(c1ccccc1F)S(=O)(=O)c1c[nH]c(C(=O)OC)c1	-3	3	-4	-1	2	-2	8	-6	-0.1	4	9
O=C(C1CCCO1)N1CCN(C(=S)Nc2ccc(Cl)cc2Cl)CC1 (stereo not drawn)	11	0	11	6	3	11	-3	-4	-2.3	2	9
O=C(COC(=O)c1ccc(F)cc1F)Nc1cc(S(=O)(=O)N2CCOCC2)ccc1Cl	-1	·	0	-7	4	9	-1	-6	0.3	2	-16
CCn1c(SCC(=O)N2CCCc3ccccc32)nc2cccnc21	0	0	7	1	19	8	3	-3	-1.3	-3	-18
Cc1sc2ncnc(NCC3(N4CCOCC4)CCCCC3)c2c1C	-4	-3	4	22	25	39	5	·	1.3	6	-8
CCCc1nnc(NC(=O)CCC(=O)Nc2ccc(F)cc2)s1	5	2	38	-1	-1	-3	16	-7	0.2	2	-26
CC(=O)c1ccc(OC(=O)N(c2ccccc2)c2ccccc2)cc1	4	-2	-4	3	9	20	3	-2	-1.1	-1	-6
CC(=O)Nc1ccc(NC(=O)Nc2cc(C)cc(C)c2)cc1	-10	2	6	-25	-19	-43	-49	-2	-0.4	4	-14
CCOC(=O)N1CCC(NC(=O)c2ccc3c(c2)N(Cc2ccc(F)cc2)CCS3)CC1	·	-1	4	30	58	21	22	8	-1.9	-2	-49
CSc1cccc(CN2CCCC(C(=O)Nc3cccc(-n4cccn4)c3)C2)c1 (stereo not drawn)	-9	0	6	14	20	10	-4	·	-0.4	-17	8
Cc1ccc(C23CC4CC(CC(C(=O)N(C)C)(C4)C2)C3)cc1	6	-5	-1	13	7	10	-7	-1	0.1	-2	1
O=C(/C(=C/c1ccccc1Cl)c1ccccc1)N1CCOCC1	9	2	-1	22	11	8	-1	-17	0.5	-1	-9
CC(C)(C)CN1C(=O)C(=O)NC[C@@H]1CC1CCCCC1	·	·	·	·	·	7	·	-11	-2.4	2	-40
CCOC(=O)c1cc2cc([N+](=O)[O-])cc(OC)c2oc1=O	-3	0	7	7	1	0	-7	-5	-5.4	0	-8
CCOc1ccc(S(=O)(=O)N(C)c2ccc(OCC(=O)Nc3nc4ccccc4s3)cc2)cc1	8	-6	-18	15	?	11	35	-6	-2.5	-1	2
O=C(c1ccccc1)N(CCO)Cc1cc2cc3c(cc2[nH]c1=O)OCCO3	6	3	-5	8	4	8	16	-4	-0.9	1	1
CC1CCCC(NC(=O)CN2CCN(Cc3ccc(Cl)cc3)C2=O)C1C (stereo not drawn)	-12	-1	-14	10	-7	15	2	·	-2.3	-4	3
CC(C)CNC(=S)N(CCCO)Cc1cc2cc3c(cc2[nH]c1=O)OCO3	3	0	9	7	-5	13	5	-20	0.6	0	-9
COc1ccc(C(=O)N2CCN(c3ccc(NC(=O)c4cccs4)cc3)CC2)cc1	-3	4	6	7	16	2	13	-7	0.2	2	10
CCOc1cc(C(=O)OCC(=O)NC(C)c2ccccc2)ccc1OCC(=O)N1CCOCC1 (stereo not drawn)	0	-1	5	9	-15	14	4	-5	1.7	-3	10
CCCN(CCC)CCCNC(=O)c1cc2cc3ccc(Cl)cc3nc2o1	10	-1	5	-18	4	-14	-27	-21	-0.6	1	-9
O=C(NCc1nc2ccccc2[nH]1)C1=C[C@H](c2ccc(C(F)(F)F)cc2)C[C@H](OCc2ccc(CO)cc2)O1	-2	1	-8	25	-4	-3	20	-12	-1.6	-6	-9
COc1cccc(NC(=O)CCc2ccccc2)c1	-3	1	-6	-130	-37	-185	-74	-4	1.0	3	-17
COC(=O)[C@@]12CCCCN1[C@H](c1ccc(-c3cccc(Cl)c3)c(OC)c1)[C@H]1C(=O)N(C)C(=O)[C@H]12	-6	6	-4	22	-28	28	1	-10	-2.5	4	1
CCc1ccc2c(CC(=O)Nc3nnc(C4CC4)s3)coc2c1	-4	3	7	-8	1	-6	-17	-6	-0.8	-4	-1
CC1(C(=O)NS(=O)(=O)c2ccc3c(c2)CCO3)CCN1C(=O)CCC1CCCC1 (stereo not drawn)	2	·	0	-12	-14	0	·	-6	-1.6	10	-3
CC1=CC(C)(C)Nc2ccc(C)cc21	-6	1	0	7	-16	6	-8	-9	0.9	2	-6
CC(C)(C)c1ccc(NC(=O)C2=CN3CCS(=O)(=O)N=C3C=C2)cc1	-2	0	-8	-4	-34	-37	-18	-5	0.3	0	-24
c1ccc(-c2nnc(CSc3nncs3)o2)cc1	5	2	12	-139	-9	-120	-38	·	3.1	0	-38
Cc1c(-c2ccccc2)c(=O)oc2cc(O)ccc12	12	0	-2	-26	-10	-27	-14	-12	0.0	-1	-16
CCOc1ccccc1N(CC)C(=O)c1nn(C)c2c1CSc1ccccc1-2	22	2	-2	32	9	19	22	-2	-0.4	-7	1
Cc1nccn1CCCN1C(=O)OC2(CCCCC2)C1(C)O (stereo not drawn)	1	-1	3	6	2	9	6	-3	-2.2	2	-37
CC(=O)Oc1ccc2nc(-c3ccco3)oc(=O)c2c1	-1	4	11	-3	-7	9	10	-18	-0.6	4	-9
Cn1nnc(NC(=O)c2ccc([N+](=O)[O-])cc2Cl)n1	-2	0	-7	0	-19	-23	-4	-5	-0.1	-1	-2
C[C@H](NC(=O)c1ccco1)C(=O)OCC(=O)N1CC(=O)Nc2ccccc21	16	·	4	23	-15	14	-1	-6	1.0	-3	-8
O=C(NCCCn1ccnc1)c1c(F)cccc1F	-6	2	-7	3	5	10	3	-5	-0.3	-1	-28
CC(C)N(C(=O)[C@H]1CC(CC(=O)NCc2ccco2)C(=O)N2CCc3c([nH]c4ccccc34)[C@]12C)C(C)C (stereo partly drawn)	10	·	16	1	-16	4	-6	-7	4.1	4	-8
Cc1ccc(C(=O)OCC(=O)N2CCCCCC2)c(O)c1	-3	1	-2	-296	-53	-68	·	-3	2.0	14	-82
Cc1cc(NS(=O)(=O)c2ccc(NC(=S)NC(=O)c3ccc(F)cc3Cl)cc2)no1	-1	0	1	2	7	21	2	-5	-0.8	-3	16
Cc1cccc(N(CC(=O)Nc2ccc(CC#N)cc2)S(C)(=O)=O)c1	1	1	-3	5	0	14	-8	·	-1.0	-2	-2
Cc1ccc(O)c(CNc2nccs2)c1	1	0	-2	12	-23	-4	-9	-2	0.3	-9	-2
